Screening results as filed in PubChem.
KOR beta-arrestin-1: KOR antagonists, beta-arrestin recruitment, cell-based, luminescence, uHTS (AID 1778); hit rate 0.091% among 290,000; KOR beta-arrestin recruitment, luminescence, antagonist mode; higher % means a stronger effect; inhibition, % at 10 µM; hits with a dose series show IC50 in µM; also: strong numbers were not always called active
ER stress rescue: rescue of cells from ER stress-induced death, primary screen, 384-well, CSM14.1, thapsigargin, ATP luminescence (AID 1222); 190,000 tested, under 10 active; cellular ATP content (survival), % at 20 µM; hits with a dose series show EC50 in µM; CSM14.1 thapsigargin-induced death rescue, ATP luminescence; higher % means a stronger effect;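 active = EC50 below 50 µM in the dose-response confirmation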;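 also: death triggered by thapsigargin at about 15 µM added after 2 h compound pretreatment; cell ATP read after overnight thapsigargin exposure of roughly 18 to 22 hours; normalized against plate controls of thapsigargin alone and 5% DMSO vehicle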
TNAP activation fold: human TNAP enzyme activators, primary screen, biochemical, luminescent, no phosphate acceptor, uHTS (AID 1001); Alkaline phosphatase, tissue-nonspecific isozyme (Homo sapiens); purified TNAP, luminescent activation assay, no phosphate acceptor; higher activation fold means a stronger effect; activation fold at 20 µM, or EC50 in µM where a hit was titrated; hit rate 0.03% among 200,000; in the data active = activation fold from about 3, or a potency from the dose series; inactive = the rest, 99 in 100 with activation fold below about 1.6; also: many of its hits are not listed in these tables
KOR beta-arrestin-2: KOR agonists, beta-arrestin recruitment, primary screen, cell-based, luminescence, uHTS (AID 1777) | hit rate 0.02% among 280,000 | KOR beta-arrestin recruitment, luminescence; higher % means a stronger effect | Kappa-type opioid receptor (Homo sapiens) | one-dose activation, % at 10 µM; EC50 in µM for titrated hits; in the data active = activation above about 50%, passing the limit was not always enough; also: a part of the inactive calls stands beside numbers as strong as those of hits
NTR1 ag: agonists of NTR1, primary screen, imaging, U2OS cells, beta-arrestin-GFP, high content (AID 493036) | hit rate 0.17% among 330,000 | activation, % at 20 µM | Neurotensin receptor type 1 (Homo sapiens), P30989 | NTR1-U2OS beta-arrestin-GFP spot imaging, agonist mode;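 active = activation at or above 40% of the spot to cytoplasm intensity ratio, with at least 20 cells analyzed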;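 also: 0% = DMSO without peptide and 100% = 100 nM NTR1 peptide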
Target sequence (P30989 whole entry, looked up): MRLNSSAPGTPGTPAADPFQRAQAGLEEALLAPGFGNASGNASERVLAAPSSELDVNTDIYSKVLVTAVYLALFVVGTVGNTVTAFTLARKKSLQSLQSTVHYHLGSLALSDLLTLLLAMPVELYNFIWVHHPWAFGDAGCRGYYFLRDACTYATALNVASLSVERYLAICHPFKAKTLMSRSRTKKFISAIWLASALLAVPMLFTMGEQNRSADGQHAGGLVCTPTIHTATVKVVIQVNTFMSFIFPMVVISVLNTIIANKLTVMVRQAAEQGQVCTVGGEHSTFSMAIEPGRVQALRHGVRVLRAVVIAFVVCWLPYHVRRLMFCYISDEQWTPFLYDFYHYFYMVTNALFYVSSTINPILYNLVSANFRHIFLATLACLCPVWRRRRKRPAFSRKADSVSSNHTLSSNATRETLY
HEK293 NOD2/NF-kB: NOD2 signaling inhibitors, cell-based, luminescence, uHTS, HEK293 (AID 1566); HEK293 NOD2/NF-kB luciferase reporter, luminescence; higher % means a stronger effect; inhibition, % at 4 µM, or EC50 in µM where a hit was titrated; hit rate 0.63% among 290,000; also: many of its hits are not listed in these tables
Yfh1-off respiration: enhancers of respiration in Yfh1-depleted yeast, dose response, Friedreich's ataxia, plus single-dose screen (AID 1465); S. cerevisiae Yfh1-off respiration, WST-1 reduction, 72 h; higher fold induction means a stronger effect; one-dose fold induction at 50 µM; EC50 in µM for titrated hits; hit rate 0.074% among 220,000;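 active = fold induction of absorbance versus untreated yeast above a set limit, then at least 30% activation at any dose in follow-up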;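 also: activators that raise dye reduction in frataxin-depleted yeast; strong numbers were not always called active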
GPR55 activation: GPR55 agonists via beta-arrestin recruitment, primary screen, imaging, U2OS cells, beta-arrestin-GFP redistribution (AID 1961); hit rate 0.048% among 290,000; U2OS GPR55 beta-arrestin-GFP redistribution imaging; higher % means a stronger effect; activation, % at 10 µM, or EC50 in µM where a hit was titrated;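 active = activation above 40% with more than 50 cells counted in the well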;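 also: U2OS osteosarcoma cells stably expressing GPR55 and beta-arrestin-GFP; plate controls were DMSO negative control for no effect and LPI positive control for full effect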
NOD1 NF-kB reporter: NOD1 signaling inhibitors, primary screen, cell-based, luminescence, uHTS (AID 1578) | NOD1-driven NF-kB luciferase reporter cells, luminescence; higher % means a stronger effect | inhibition, % at 4 µM, or EC50 in µM where a hit was titrated | hit rate 1% among 290,000; in the data active = inhibition mostly above about 36%, no sharp cut-off; inactive = mostly below about 34%;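 also: HEK-293T reporter cells stimulated with the NOD1 agonist gamma-tri-DAP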
NTR1 ag cell count 20 µM: recorded beside NTR1 ag, whose call it bears; cell count; measured here: cell count, cytotoxicity flag
An asterisk follows results filed as active; i = inactive; nt = no result given; [ ] = another dose, or the depositor's remark. Rule as the data show it, unless noted: active = inhibition above about 50%; inactive = the rest. This is a subset (hit frequency here may not be typical).

SMILES	KOR beta-arrestin-1	ER stress rescue	TNAP activation fold	KOR beta-arrestin-2	NTR1 ag	NTR1 ag cell count 20 µM	HEK293 NOD2/NF-kB	Yfh1-off respiration	GPR55 activation	NOD1 NF-kB reporter
O=C(Cc1coc(-c2ccc(F)cc2)n1)NC1CCCCC1	9%	2.8%	1.1	-1.9%	0.4	50	17%	i	0.3%	-15%
COc1ccc(C(=O)CN(Cc2ccccc2)C2=NCCS2)cc1	-14%	4.4%	1.1	-2.8%	-1.4	71	6%	i	-0.2%	5%
Cc1cc(Nc2ccccc2)n(CCC#N)n1	7%	-1.0%	1.1	4.9%	1.4	37	-9%	i	-0.1%	-24%
O=C(CCSc1nc(-c2ccco2)cc(C(F)(F)F)n1)N1CCN(c2ccccc2)CC1	0%	nt	1.1	-0.1%	2.8	47	-17%	i	0.3%	nt
COc1ccc(/C=N/NC(=O)c2cccc(NC(C)=O)c2)c(C(=O)O)c1OC	38%	-13%	1.1	1.4%	-0.4	81	8%	i	0.1%	-23%
CCOC(=O)CC1C(=O)NCCN1S(=O)(=O)c1ccccc1 (stereo not drawn)	6%[20 µM]	-0.2%	1.1	-0.3%	-0.3	91	0%	i	-0.1%	-25%
Cc1ccc(Cn2ncc3c(N4CCN(C5CCCC5)CC4)ncnc32)cc1	-17%	1.9%	1.1	1.2%	-0.3	54	7%	i	-0.2%	-5%
CCOC(=O)C1(C)NC(c2cccc(C)c2)C2C(=O)N(c3ccccc3)C(=O)C21 (stereo not drawn)	-32%[20 µM]	nt	nt	0.7%	-0.7	66	2%	nt	-0.1%	-6%
COc1cccc(CNC(=O)CN(C)S(=O)(=O)c2ccc3c(c2)c(=O)n(C)c(=O)n3C)c1	-7%[20 µM]	nt	nt	-4.3%	-2.6	66	0%	nt	0.0%	-23%
Cc1cccc(Cn2c(N3CCN(C)CC3)nc3c2c(=O)n(C)c(=O)n3C)c1	-4%[20 µM]	nt	nt	1.9%	-1.0	65	17%	nt	-0.1%	-8%
OCC(O)CSc1nc(-c2ccccc2)nc2c1CCC2 (stereo not drawn)	32%	-2.0%	1.2	-2.9%	0.2	94	20%	i	-0.6%	-15%
O=C(COc1ccc(-c2ccccc2)cc1)N/N=C/c1cc(O)ccc1Br	-7%	-2.4%	1.1	14%	13	53	-29%	i	0.6%	-6%
C/C(=N\Nc1ccc(C#N)cc1[N+](=O)[O-])c1ccc(O)cc1	-18%	nt	nt	1.4%	10	63	15%	i	0.6%	-5%
O=C1c2cccc3cccc(c23)C(=O)N1OS(=O)(=O)c1ccc(Br)cc1	36%	-0.9%	1	1.7%	5.2	95	13%	i	-0.6%	-30%
O=C(COc1ccc(Cl)cc1Cl)N/N=C/CCc1ccccc1	-8%	-0.9%	1.1	0.2%	0.8	52	10%	i	-0.1%	16%
CCOc1ccc(S(=O)(=O)N(CC(=O)Nc2cccnc2)c2ccc(F)cc2)cc1	-5%	nt	nt	-3.4%	0.9	60	6%	nt	0.2%	-16%
COc1ccc(O)c(C(=O)c2cnn(-c3ccccc3)c2)c1	2%	nt	nt	-2.4%	0.3	55	-20%	nt	0.2%	-99%
Cc1ccc(C(=O)N/C(=C/c2cccs2)C(=O)NCCCn2ccnc2)cc1	-13%	0.0%	1	4.9%	0.5	41	-5%	i	-0.3%	-23%
CCOC(=O)C1(Cc2ccccc2C)CCCN(C(=O)c2sccc2C)C1 (stereo not drawn)	-6%	nt	nt	2.9%	2.0	50	-5%	nt	-0.1%	-32%
CCc1nc(N)c(C#N)c(-c2cccnc2)c1C	-40%	0.5%	1.1	-1.6%	2.9	85	6%	i	-0.1%	14%
CCOC(=O)N1CCN(C(=O)c2ccc3c(c2)N(Cc2ccc(F)cc2)CCS3)CC1	-26%[20 µM]	nt	nt	-9.7%	1.6	95	32%	nt	-0.1%	19%
Cc1nccn1CC(O)COc1ccc(Cl)cc1Cl (stereo not drawn)	-50%[20 µM]	nt	nt	-1.3%	0.6	47	10%	nt	0.5%	-6%
Cc1ccc(CC2SC(N=C(N)N)=NC2=O)cc1 (stereo not drawn)	-42%	nt	nt	2.1%	-0.8	97	-2%	nt	-0.1%	0%
COc1ccc(/C=N\NC(=O)c2ccc(Cn3cc(Br)c([N+](=O)[O-])n3)o2)c(OC)c1C	-10%	-0.2%	1	-1.6%	2.3	91	-4%	i	-0.1%	-48%
CCCCc1nnc(NC(=O)CSc2nc(O)c(Cc3ccccc3)c(=O)[nH]2)s1	4%	1.9%	1	-6.3%	1.8	94	4%	i	-0.3%	-2%
SMILES	KOR beta-arrestin-1	ER stress rescue	TNAP activation fold	KOR beta-arrestin-2	NTR1 ag	NTR1 ag cell count 20 µM	HEK293 NOD2/NF-kB	Yfh1-off respiration	GPR55 activation	NOD1 NF-kB reporter
CCCCNC(=S)N/N=C/c1ccc(C#N)cc1	16%	0.5%	1.1	4.2%	1.0	51	0%	i	-0.2%	-8%
CCN1C(=O)CC(N2CCN(CC(=O)NC(C)C)CC2)C1=O (stereo not drawn)	0%	-1.1%	1	-1.5%	0.0	75	4%	i	0.1%	7%
COc1ccc(CNC(=O)C2CCCN(S(=O)(=O)c3ccc4c(c3)C(C)(C)C(=O)N4C)C2)cc1 (stereo not drawn)	-10%[20 µM]	nt	nt	-2.1%	-1.3	65	8%	nt	0.7%	-27%
CN(Cc1c(F)cccc1Cl)c1nnnn1-c1ccccc1	11%	-3.1%	1.1	1.0%	0.6	69	3%	i	-0.3%	-15%
CCCc1cc(C(=O)Nc2nnc(C)s2)cs1	27%	-1.7%	1.1	7.3%	2.6	79	-79%	i	0.2%	-42%
CN(C)CCCN=c1cc(-c2ccccc2)oc2ccc(Cl)cc12	-20%	-2.0%	1	-4.5%	nt	nt	-34%	i	-1.0%	-48%
CC(C)c1ccc(NC2CCCN(C(=O)c3cccc4nccnc34)C2)cc1 (stereo not drawn)	8%	nt	nt	1.3%	-1.1	59	3%	nt	-0.3%	-15%
CC1(C)N=C(N)N=C(N)N1c1cccc(C(=O)O)c1	15%	5.6%	1.1	2.4%	0.1	57	14%	i	0.0%	3%
O=C(c1ccc(Cl)cc1)C1CCN(CC(=O)N2CCCCC2)CC1	-4%	nt	nt	1.5%	1.9	43	-31%	nt	-0.2%	21%
Cc1ccc(-n2c(C)nnc2SC(C)C(=O)N2CCCC2)cc1 (stereo not drawn)	-23%	nt	nt	0.3%	-2.0	48	7%	nt	0.0%	-25%
COc1cccc(-c2cc(C(F)(F)F)nc(N3CCCCC3)n2)c1	17%	-0.7%	1	-0.5%	-0.1	70	1%	i	-0.1%	51%
COc1cc(/C=N/N2C(C)CCCC2C)cc(Br)c1O (stereo not drawn)	22%	-1.4%	1.2	-2.2%	0.4	101	30%	i	0.0%	-3%
CCC1CCCCN1C(=O)COc1cc(=O)n(C)c2ccccc12 (stereo not drawn)	44%	0.3%	1.2	-9.3%	3.6	51	18%	i	-0.1%	-14%
Cc1cc(NC(=O)CSc2nc3ccccc3[nH]2)no1	-28%	-1.8%	1.3	1.3%	-1.5	59	10%	i	-0.2%	22%
O=C(NC1CC2CCCC(C1)N2Cc1ccccc1)C1CCCCC1 (stereo not drawn)	33%[20 µM]	-1.3%	1.1	-6.4%	-0.6	41	3%	i	0.2%	-24%
COC(=O)c1cc(NC(=O)c2cc(C(C)(C)C)nn2Cc2cccc(C)c2)ccc1N1CCOCC1	6%	nt	nt	8.2%	7.2	51	5%	i	0.0%	-1%
CC(C)Cc1csc(NC(=O)c2ccccc2Cl)c1C(=O)O	-48%	-1.5%	1.1	3.2%	1.0	48	2%	i	0.7%	2%
C/C(=N\NC(=O)c1ccc(CN2CCOCC2)cc1)c1ccc([N+](=O)[O-])cc1	-24%	-1.7%	1.1	12%	-1.7	92	17%	i	0.2%	22%
C[C@H]1C(=O)N(C)CCN1C(=O)c1ccccc1OC1CCN(S(C)(=O)=O)CC1	14%	-0.4%	1	nt	-1.2	40	-3%	i	0.1%	-8%
O=C(/C(C=Nc1cccc(C(F)(F)F)c1)=C(/O)c1ccco1)C(F)(F)F	1%	-2.3%	1	7.7%	2.8	51	-30%	i	0.0%	-17%
CCOc1ccccc1Oc1coc2cc(OC(=O)c3ccco3)ccc2c1=O	1%	-3.0%	1.1	-0.2%	4.7	63	-8%	i	0.5%	nt
O=C(OCc1ccc(Cl)cc1)c1ccccc1C(=O)c1ccccc1	-18%	2.0%	1	7.9%	4.1	80	-13%	i	-0.1%	10%
CCCCN1C(=O)/C(=C2/Sc3ccccc3N2C)S/C1=N\c1ncn[nH]1	-65%[20 µM]	0.6%	1.1	nt	8.4	40	3%	i	0.3%	-63%
Cc1ccc(SCCN2CCN(C)CC2)cc1	-17%	nt	nt	0.2%	-0.7	57	-9%	nt	-0.1%	7%
COC(=O)c1cn(C(=O)c2ccccc2)c2ccccc12	17%[20 µM]	-3.5%	1.1	-2.5%	2.4	94	19%	i	0.0%	-17%
CN(C)/C=C/C(=O)c1cnc(-c2cccc(Cl)c2)s1	24%	-0.5%	1	-4.1%	1.7	50	-103%	i	0.0%	-63%
CCOC(=O)C1(Cc2ccccc2)CCN(Cc2cccc3c2OCO3)CC1	-24%[20 µM]	0.1%	1.1	-8.9%	4.7	36	-7%	i	-0.1%	-21%
COc1cccc(C(=O)CSc2nnc(CNc3nc(-c4ccccc4)cs3)n2C)c1	17%	-1.9%	1.1	-6.1%	2.7	56	0%	i	0.0%	-13%
S=c1[nH]c2cc(Cl)c3cccnc3c2o1	-38%[20 µM]	nt	nt	-0.2%	-0.6	74	0%	nt	-0.2%	-4%

An excerpt of these results, in markdown:
| smiles | KOR beta-arrestin-1 | ER stress rescue | TNAP activation fold | KOR beta-arrestin-2 | NTR1 ag | NTR1 ag cell count 20 µM | HEK293 NOD2/NF-kB | Yfh1-off respiration | GPR55 activation | NOD1 NF-kB reporter |
| --- | --- | --- | --- | --- | --- | --- | --- | --- | --- | --- |
| COc1cccc(-c2cc(C(F)(F)F)nc(N3CCCCC3)n2)c1 | 17% | -0.7% | 1 | -0.5% | -0.1 | 70 | 1% | i | -0.1% | 51% |
| COc1cc(/C=N/N2C(C)CCCC2C)cc(Br)c1O (stereo not drawn) | 22% | -1.4% | 1.2 | -2.2% | 0.4 | 101 | 30% | i | 0.0% | -3% |
| CCC1CCCCN1C(=O)COc1cc(=O)n(C)c2ccccc12 (stereo not drawn) | 44% | 0.3% | 1.2 | -9.3% | 3.6 | 51 | 18% | i | -0.1% | -14% |
| Cc1cc(NC(=O)CSc2nc3ccccc3[nH]2)no1 | -28% | -1.8% | 1.3 | 1.3% | -1.5 | 59 | 10% | i | -0.2% | 22% |
| O=C(NC1CC2CCCC(C1)N2Cc1ccccc1)C1CCCCC1 (stereo not drawn) | 33%[20 µM] | -1.3% | 1.1 | -6.4% | -0.6 | 41 | 3% | i | 0.2% | -24% |
| COC(=O)c1cc(NC(=O)c2cc(C(C)(C)C)nn2Cc2cccc(C)c2)ccc1N1CCOCC1 | 6% | nt | nt | 8.2% | 7.2 | 51 | 5% | i | 0.0% | -1% |
